inhibitors of VEEV = inhibitors of VEEV TC-83 cytopathic effect, confirmation, Vero cells (AID 588727) | Vero cells, VEEV TC-83 cytopathic effect inhibition; higher % means a stronger effect | inhibition, % at 20 µM, or IC50 in µM where a hit was titrated | hit rate 0.13% among 350,000; in the data active = a potency from the dose series; inconclusive = inhibition mostly from about 14% at the one dose, without a potency; inactive = the rest, 99 in 100 with inhibition below about 12%; also: strong numbers were not always called active
PhoP GFP inhibition = PhoP regulon inhibitors, Salmonella typhi PhoP promoter GFP reporter, confirmatory (AID 1850); inhibition, % at 50 µM; hits with a dose series show IC50 in µM; Salmonella Typhi PhoP-promoter GFP reporter, fluorescence, 4 h; higher % means a stronger effect; hit rate 0.33% among 310,000; in the data active = a potency from the dose series; inconclusive = inhibition mostly from about 25% at the one dose, without a potency; inactive = the rest, 99 in 100 with inhibition below about 19%;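 also: 0% = induced wells with vehicle and 100% = uninduced wells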
H1N1 NS1A inhibition = H1N1 influenza NS1A inhibitors, functional cell based assay (AID 504329); NS1A functional cell-based assay, percent inhibition; higher % means a stronger effect; one-dose inhibition, % at 12.5 µM; IC50 in µM for titrated hits; hit rate 0.3% among 340,000; in the data active = a potency from the dose series; inconclusive = inhibition above about 27% without an active follow-up result; also: strong numbers were not always called active
tuberculosis growth = growth inhibition of non-replicating M. tuberculosis (AID 488890); hit rate 0.39% among 320,000; Mycobacterium tuberculosis non-replicating, growth inhibition; higher % means a stronger effect; inhibition, % at 25 µM, or IC50 in µM where a hit was titrated; in the data active = a potency from the dose series; inconclusive = inhibition mostly from about 82% at the one dose, without a potency; inactive = the rest, 99 in 100 with inhibition below about 76%;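 also: plate controls were DMSO cells for no effect and high antibiotic wells for full effect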
M. tuberculosis HTS = M. tuberculosis growth inhibition, HTS (AID 449762) | hit rate 0.59% among 330,000 | M. tuberculosis H37Rv growth inhibition, 7H9 media; higher % means a stronger effect | inhibition, % at 25 µM, or IC50 in µM where a hit was titrated; in the data active = a potency from the dose series; inconclusive = inhibition above about 70% without an active follow-up result;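 also: bacterial growth assessed after seven days of incubation; strong numbers were not always called active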
inhibitors of VEEV 10K pilot screen = recorded beside inhibitors of VEEV, whose call it bears; inhibition, %; measured here: 10K pilot screen inhibition
* marks the source's active call; other numbers are inactive results; i = inactive; ? = inconclusive; . = no result given; & = joins results of further samples.

SMILES	inhibitors of VEEV	PhoP GFP inhibition	H1N1 NS1A inhibition	tuberculosis growth	M. tuberculosis HTS	others
CCOC(=O)C(C)Sc1nc(-c2ccccn2)ncc1OC (stereo not drawn)	i	7.1%	9.6%	?	?
Cc1nnc(N/N=C/c2ccccc2C(F)(F)F)n1N	1.4%	4.7%	-1.4%	3.9%	-8.3%
CC(C)N(CC#CC(O)(c1ccccc1)c1ccccc1)CCO	0.5%	7.5%	-2.6%	15.0%	-5.3%
O=C(Cn1cnc2c(NCc3ccccc3)ncnc21)NCc1ccc2c(c1)OCO2	0.2%	.	-4.5%	.	.
COc1ccc(C(=O)c2ccc(Cl)cc2)c2ccccc12	i	-9.2%	9.5%	34.4%	-4.7%
CCc1ccc(NC(=O)NNC(=O)c2cc3ccccc3cc2O)cc1	4.9%	-9.0%	-8.0%	-17.0%	-18.6%
CCn1c(=O)c(C(=O)NNS(=O)(=O)c2ccc(Br)cc2)c(O)c2ccccc21	1.7%	-6.8%	6.9%	39.2%	0.6%
CC(Sc1ccccn1)C(=O)Nc1ccc(S(N)(=O)=O)cc1 (stereo not drawn)	1.8%	-9.2%	2.1%	-4.8%	-4.4%
O=C1CNC(=O)N1CC(O)Cn1c2ccccc2c2ccccc21 (stereo not drawn)	0.8%	-1.1%	-2.5%	12.1%	1.4%
COc1ccc([C@H]2CC(=O)C=C(c3ccc(C)c(F)c3)C2)cc1	0.2%	.	11.5%	-2.0%	1.9%	inhibitors of VEEV 10K pilot screen=1.4
CC(=O)Oc1c(C(=O)c2nnc(C)o2)c(=O)n(C)c2ccccc12	0.5%	-5.2%	-1.5%	-21.4%	-7.2%
CCn1c(CCNC(=O)c2ccc(C)cc2)nnc1SCc1ccc(Cl)c(Cl)c1	0.3%	-6.2%	4.0%	44.9%	9.5%
CC1Cc2nc(SCC(=O)N3CCOCC3)n(-c3ccccc3)c(=O)c2S1 (stereo not drawn)	1.3%	-6.2%	-0.5%	-10.4%	-1.9%
COc1ccc(CCOC(=O)CNC(=O)c2ccc(Cl)cc2Cl)cc1	0.9%	4.4%	-15.9%	48.4%	-6.2%
COc1cc(OC)c(C(=O)NNC(=S)NC2CCCCC2)cc1OC	2.0%	3.0%	-5.6%	-29.5%	-2.5%
CCOc1cc(C(=O)Nc2ccc(C)cc2C)ccc1OCC(=O)N1CCCCC1	2.7%	-9.8%	25.1%	20.6%	-5.9%
Cc1cccc(N2C(=O)CC(Sc3nnc(C)s3)C2=O)c1 (stereo not drawn)	1.2%	-29.8%	-11.4%	47.8%	-2.2%
COc1cc(C(=O)NCc2cccnc2)ccc1OCC(=O)Nc1cccc(C(F)(F)F)c1	0.5%	-0.6%	9.6%	0.4%	-6.7%
CCn1c2ccccc2c2nnc(SCN3C(=O)c4ccccc4C3=O)nc21	2.4%	.	1.2%	.	.
CC(NS(=O)(=O)c1ccc(Br)cc1)c1ccccc1 (stereo not drawn)	0.6%	0.2%	-0.1%	32.1%	25.1%
O=C(COc1ccc2c(c1)CCC2)N1CCc2ccccc21	0.3%	-10.4%	2.0%	27.1%	1.4%
COc1cccc(C(=O)O/N=C(\N)Cc2ccc(Cl)cc2)c1	0.7%	12.5%	-0.5%	?	27.2%
Cc1ccccc1Oc1ccc2c(c1)[C@@H]1C[C@H](N(C)C(=O)Nc3cc(Cl)cc(Cl)c3)[C@H]([C@H](C)O)C(=O)N1CC2	i	.	-7.5%	.	.
CC(=O)N(c1ccccc1)C1CCCC1	i	7.2%	4.3%	-11.6%	-1.0%
CC(=O)N1c2ccc(S(=O)(=O)NCC3CCC(C(=O)NC4CCCCC4C)CC3)cc2CC1C (stereo not drawn)	i	4.4%	-3.3%	19.3%	-0.3%

Fetched by compound from the list above (5):
SMILES	inhibitors of VEEV	PhoP GFP inhibition	H1N1 NS1A inhibition	tuberculosis growth	M. tuberculosis HTS	others
Cc1cccc(N2C(=O)CC(Sc3nnc(C)s3)C2=O)c1 (stereo not drawn)	1.2%	-29.8%	-11.4%	47.8%	-2.2%
O=C(COc1ccc2c(c1)CCC2)N1CCc2ccccc21	0.3%	-10.4%	2.0%	27.1%	1.4%
CC(C)N(CC#CC(O)(c1ccccc1)c1ccccc1)CCO	0.5%	7.5%	-2.6%	15.0%	-5.3%
CCOc1cc(C(=O)Nc2ccc(C)cc2C)ccc1OCC(=O)N1CCCCC1	2.7%	-9.8%	25.1%	20.6%	-5.9%
CC1Cc2nc(SCC(=O)N3CCOCC3)n(-c3ccccc3)c(=O)c2S1 (stereo not drawn)	1.3%	-6.2%	-0.5%	-10.4%	-1.9%

Next entries follow:
SMILES	inhibitors of VEEV	PhoP GFP inhibition	H1N1 NS1A inhibition	tuberculosis growth	M. tuberculosis HTS	others
COc1ccc(CC(=O)N2CCN(c3ccc(F)cc3)CC2)cc1	0.9%	8.1%	1.1%	67.6%	-5.1%
O=C(CS(=O)(=O)c1ccc(F)cc1)N1CCOCC1	2.9%	-5.5%	-11.9%	-22.8%	-3.5%
COc1cc(NC(=O)CSc2nnc3ccc(-c4cccnc4)nn23)cc(OC)c1	2.7%	-1.3%	-7.6%	-21.4%	-2.8%
Cc1cc(C(=O)OCC(=O)Nc2ccc(F)cc2)c(C)o1	1.0%	-3.6%	-2.9%	44.6%	8.0%
COc1ccc(NCc2ccc(OC)c(Cn3ccnc3)c2)c(OC)c1	0.9%	-1.9%	0.6%	60.0%	17.3%
COc1ccc(OC)c(C2C(C(C)=O)=C(O)C(=O)N2CCC(=O)O)c1 (stereo not drawn)	i	0.0%	-0.3%	-14.4%	-1.9%
CCC1CCCCN1C(=O)COC(=O)c1cc(C)nc2ccccc12 (stereo not drawn)	3.4%	.	-13.7%	32.6%	4.7%
C[C@@H]1O[C@@H](Oc2c(-c3cc(O)c(O)c(O)c3)oc3cc(O)cc(O)c3c2=O)[C@H](O)[C@H](O)[C@H]1O	i	-3.3%	11.3%	-3.4%	-0.2%
CN(C(=O)COC(=O)c1cccnc1Nc1ccccc1F)C1CCS(=O)(=O)C1 (stereo not drawn)	0.6%	-4.6%	-1.1%	9.1%	-1.0%
Cc1ccc2cc(-c3noc(C4CCCCC4)n3)c(=O)[nH]c2c1	13.1%	-5.9%	-2.2%	.	-2.8%
COc1ccc2nc(C)cc(SCC(=O)Nc3c(C)cc(C)cc3C)c2c1	2.1%	-8.2%	-3.2%	-12.4%	-6.0%
COc1ccc(C2=Nn3c(nnc3-c3ccncc3)SC2)cc1OC	i	0.0%	27.5%	5.8%	1.2%
COc1ccc(OC)c(N(CC(=O)NCc2ccccn2)S(C)(=O)=O)c1	4.4%	-1.6%	13.8%	25.4%	-6.5%
COC(=O)c1ccc(N2CCOCC2)c(NC(=O)c2ccc(Br)o2)c1	2.1%	-2.9%	-11.1%	-6.8%	0.7%
CC(C)OC(=O)C1C2c3ccccc3C(c3ccccc32)C1C(=O)O (stereo not drawn)	1.4%	4.0%	-4.3%	3.9%	-5.7%
COc1cc(C)c2occ(/C(C)=N\O)c2c1	3.3%	-1.3%	-6.5%	-0.1%	6.2%
Cc1ccccc1OCCC(=O)Nc1ccccc1C(=O)N1CCCCC1	0.5%	.	-13.7%	18.6%	-3.6%
COc1ccc2oc(C(=O)OCC(=O)N3CC(C)CC(C)C3)c(C)c2c1 (stereo not drawn)	2.6%	-0.1%	-0.3%	25.5%	22.9%
COc1cc(NC(=O)CCN2CCN(C/C=C/c3ccccc3)CC2)cc(OC)c1	i	-1.6%	10.6%	7.0%	-11.0%
O=C(N/N=C/c1ccccc1Cl)c1nc2ccc([N+](=O)[O-])cc2c(=O)[nH]1	0.5%	-10.7%	-0.8%	64.9%	1.2%
CC(=O)c1ccc(S(=O)(=O)N2CCN(CCOc3ccc(Br)cc3)CC2)cc1	i	.	7.8%	53.3%	49.1%
CN(Cc1ccccc1)C(=O)COc1ccc(-c2nnco2)cc1	0.4%	-7.8%	5.1%	-0.5%	-0.6%
O=S(=O)(c1cccc(-n2cnnn2)c1)N1CCOCC1	0.5%	-5.7%	5.9%	70.3%	-9.7%
Cc1ccc(S(=O)(=O)c2c(N)n(-c3ccccc3)c3nc4ccccc4nc23)cc1	2.3%	-4.9%	-13.5%	31.1%	3.0%
COc1ccc(NC(=O)CCN2CCN(c3ccc(F)cc3)CC2)cc1	1.0%	10.2%	3.9%	16.4%	36.5%

A portion from further up:
SMILES	inhibitors of VEEV	PhoP GFP inhibition	H1N1 NS1A inhibition	tuberculosis growth	M. tuberculosis HTS	others
CN(Cc1ccccc1)C(=O)COc1ccc(-c2nnco2)cc1	0.4%	-7.8%	5.1%	-0.5%	-0.6%
O=S(=O)(c1cccc(-n2cnnn2)c1)N1CCOCC1	0.5%	-5.7%	5.9%	70.3%	-9.7%
Cc1ccc(S(=O)(=O)c2c(N)n(-c3ccccc3)c3nc4ccccc4nc23)cc1	2.3%	-4.9%	-13.5%	31.1%	3.0%
COc1ccc(NC(=O)CCN2CCN(c3ccc(F)cc3)CC2)cc1	1.0%	10.2%	3.9%	16.4%	36.5%

By substructure: the compounds so far containing bromine
SMILES	inhibitors of VEEV	PhoP GFP inhibition	H1N1 NS1A inhibition	tuberculosis growth	M. tuberculosis HTS	others
CCn1c(=O)c(C(=O)NNS(=O)(=O)c2ccc(Br)cc2)c(O)c2ccccc21	1.7%	-6.8%	6.9%	39.2%	0.6%
CC(NS(=O)(=O)c1ccc(Br)cc1)c1ccccc1 (stereo not drawn)	0.6%	0.2%	-0.1%	32.1%	25.1%
COC(=O)c1ccc(N2CCOCC2)c(NC(=O)c2ccc(Br)o2)c1	2.1%	-2.9%	-11.1%	-6.8%	0.7%
CC(=O)c1ccc(S(=O)(=O)N2CCN(CCOc3ccc(Br)cc3)CC2)cc1	i	.	7.8%	53.3%	49.1%

Next section.
SMILES	inhibitors of VEEV	PhoP GFP inhibition	H1N1 NS1A inhibition	tuberculosis growth	M. tuberculosis HTS	others
CCCC(NC(=O)CCc1c(C)c2cc3c4c(oc3c(C)c2oc1=O)CCCC4)C(=O)O (stereo not drawn)	i	17.6%	-1.0%	-6.4%	4.2%
CCCCc1cn(C[C@H]2CC[C@@H]([C@@H]3CC[C@H](Cn4cc(CCCC)nn4)O3)O2)nn1	0.0%	5.9%	6.6%	1.6%	-0.5%
NCCc1ccc(S(N)(=O)=O)cc1	3.0%	2.4%	-2.6%	-0.6%	-0.9%
CCN(CC)c1ccc(S(=O)(=O)N2CCCCC2)cc1NC(=O)C1CCC1	0.1%	-1.4%	3.2%	6.2%	1.1%
CC1CCCN(C2(O)C(=O)Nc3ccc(Br)cc32)C1 (stereo not drawn)	0.4%	2.8%	-4.6%	7.5%	5.2%
Cc1cccc(C)c1NC(=O)c1c(-c2ccccc2)noc1C	0.6%	7.0%	-8.7%	-4.7%	2.1%
CCOc1ccc(NC(=O)Cn2nc(-c3ccccc3Cl)n(CC)c2=S)cc1	1.5%	-14.7%	-21.6%	13.5%	0.5%
CC(=O)Nc1ccc(S(=O)(=O)N2CCC(C(=O)c3ccc(Cl)cc3)CC2)cc1	i	1.1%	4.3%	8.2%	5.3%
CCOc1cc(CNCCc2c[nH]c3ccccc23)cc(Cl)c1OC	?	14.9%	10.4%	51.0%	7.5%
COC(=O)C1CCN(CC(=O)Nc2ccc(C(=O)Nc3ccccc3OC)cc2)CC1	4.5%	.	12.7%	2.4%	-7.6%
Clc1ccc2nc(N3CCCCC3)[nH]c2c1	i	0.1%	2.2%	11.1%	-7.8%
COc1ccc(CCN(C)C(=O)C2CCCN(Cc3ccc(OC)c(OC)c3)C2)cc1OC (stereo not drawn)	1.1%	1.1%&2.4%	2.5%&-15.2%	-11.2%&-10.7%	-10.8%&-7.3%
Cc1cccc(OCC(=O)Nc2nccs2)c1C	8.0%	0.5%	-8.3%	15.0%	11.9%
CCN(C(=O)COC(=O)C1CC1)c1c(N)n(Cc2ccccc2)c(=O)[nH]c1=O	0.3%	.	6.0%	0.8%	-3.3%
CC1(C)Cc2c(c(N3CCCCC3)[nH]c(=S)c2C#N)CS1	i	.	20.2%	.	.
O=S(=O)(c1ccccc1)N1CCN(C2CCN(Cc3ccccc3)CC2)CC1	0.3%	12.6%	-1.1%	-17.1%	-1.3%

Assay outcomes: PubChem BioAssay, Southern Research Specialized Biocontainment Screening Center
